# HCV core dimer = HCV core protein dimerization inhibition; TR-FRET GST/Flag-core106 dimerization, 1536-well; inhibition, % at 5 µM; 300,000 compounds, 0.33% hits; AID 1899;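 active = inhibition above the mean of all tested compounds plus 3 SD, set per screening campaign, cut at about 45% in these data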
#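 assay system = GST-tagged and Flag-tagged HCV core protein residues 1-106 | controls = unlabelled core106 and no-GST-core106 wells | incubation = compound-protein-antibody incubation 4 h at 22.5 °C | probe or stimulus = Eu donor and XL665 acceptor anti-tag antibodies | read-out = % inhibition based on acceptor/donor emission ratio | signal = TR-FRET 671 and 617 nm emission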
# PP5 inh = PP5 (human) phosphatase inhibition; P53041; purified PP5c, OMFP substrate fluorescence; inhibition, % at 6.7 µM; 320,000 compounds, 0.18% hits;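 active = inhibition above the campaign's mean inhibition across all tested compounds plus 3 SD, cut at about 9.5% in these data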;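 note: 0% = DMSO only and 100% = 100 µM cantharidin control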
# Target sequence (P53041 whole entry, looked up): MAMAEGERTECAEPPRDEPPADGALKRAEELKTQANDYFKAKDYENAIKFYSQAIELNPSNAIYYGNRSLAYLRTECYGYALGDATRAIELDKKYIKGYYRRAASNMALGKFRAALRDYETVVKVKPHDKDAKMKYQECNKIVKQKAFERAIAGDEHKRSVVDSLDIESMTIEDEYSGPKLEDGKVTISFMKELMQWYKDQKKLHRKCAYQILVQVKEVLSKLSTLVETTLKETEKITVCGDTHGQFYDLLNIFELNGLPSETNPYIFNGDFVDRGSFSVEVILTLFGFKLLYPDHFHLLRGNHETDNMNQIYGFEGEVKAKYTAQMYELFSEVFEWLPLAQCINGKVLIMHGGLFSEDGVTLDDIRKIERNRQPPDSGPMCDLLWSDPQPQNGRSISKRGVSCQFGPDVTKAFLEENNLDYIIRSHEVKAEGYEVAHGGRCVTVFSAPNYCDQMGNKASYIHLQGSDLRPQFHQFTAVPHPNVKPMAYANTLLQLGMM
# PREPL inh = inhibits the human prolyl oligopeptidase-like enzyme. 320,000 compounds, 0.68% hits. recombinant PREPL, fluorescence polarization activity-based probe. AID 2751. Q4J6C6. inhibition, % at 5.96 µM; in the data active = inhibition above about 43%;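 note: 0% = enzyme with DMSO and 100% = wells lacking enzyme; many of its hits are not listed in these tables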
# PP1 counter = counter-screen for PP5 inhibitors: inhibitors of human PP1-alpha. P62136. purified PP1alpha, OMFP fluorescence. inhibition, % at 6.7 µM. 320,000 compounds, 0.9% hits. AID 2235;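 active = inhibition above the mean inhibition of all tested compounds plus 3 SD, computed separately for each screening campaign, cut at about 15% in these data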
# Target sequence (P62136 whole entry, looked up): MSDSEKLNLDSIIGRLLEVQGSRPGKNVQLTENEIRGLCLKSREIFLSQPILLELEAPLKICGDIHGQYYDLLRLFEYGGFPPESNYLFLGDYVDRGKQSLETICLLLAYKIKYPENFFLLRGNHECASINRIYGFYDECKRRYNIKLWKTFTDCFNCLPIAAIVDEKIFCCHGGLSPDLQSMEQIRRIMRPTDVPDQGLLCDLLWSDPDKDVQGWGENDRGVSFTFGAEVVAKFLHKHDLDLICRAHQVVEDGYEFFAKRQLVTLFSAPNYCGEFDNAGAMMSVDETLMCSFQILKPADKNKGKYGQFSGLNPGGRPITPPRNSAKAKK
# Fh CTSL1 inh = counter-screen for PFM18AAP inhibitors: inhibitors of F. hepatica cathepsin L1 | recombinant F. hepatica cathepsin L1, Z-Leu-Arg-MCA fluorescence | 300,000 compounds, 0.49% hits | inhibition, % at 5.96 µM;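 active = inhibition above the mean of all tested compounds plus 3 SD, set per screening campaign, cut at about 17% in these data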;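 note: 0% = plate median of test compound wells and 100% = 1 µM Z-Phe-Ala-diazomethylketone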
# GASC-1 inh = human JMJD2C demethylase inhibition | Q9H3R0 | GST-JMJD2C(1-420) H3K9me3 demethylation, DELFIA europium | inhibition, % at 2.35 µM | 330,000 compounds, 0.069% hits;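 active = more than half of a compound's replicate wells show inhibition beyond 50%, single wells judged on their own value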;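 note: signal counts dimethyl H3K9 product captured on neutravidin plate; 0% = median of DMSO wells and 100% = 0.3 times that DMSO median; strong numbers were not always called active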
# TPT1 inhibitor = blocks Candida albicans tRNA 2'-phosphotransferase. AID 1962. recombinant caTPT1, FP RNA substrate dephosphorylation. inhibition, % at 5 µM. 300,000 compounds, 0.81% hits;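 active = inhibition above the mean of all tested compounds plus 3 SD, set per screening campaign, cut at about 24% in these data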;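 note: plate controls were DMSO alone for no effect and ferristatin control at 100 nM for full effect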
# Efflux pump mplx = inhibitors of Candida antifungal efflux pumps expressed in yeast | 330,000 compounds, 0.44% hits | inhibition, % at 10 µM | AID 485275 | S. cerevisiae Candida pump triplex, Nile Red efflux;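 active = plate passing quality check with inhibition over a set limit, or well fluorescence over plate mean plus 4 SD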;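 note: Nile Red retained in pooled yeast measured as flow cytometry median fluorescence; 0% = buffer negative control and 100% = Enniatin B positive control; higher means more Nile Red kept so more efflux inhibition; some compounds called inactive have numbers as strong as hits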
# LYPLA2 inh = LYPLA2 (human) inhibition in PME1 counter-screen; O95372; recombinant LYPLA2, FP-Rh probe fluorescence polarization; inhibition, % at 5.9 µM; 320,000 compounds, 0.38% hits; AID 2177;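 active = inhibition above the screen-wide mean plus 3 SD, limit set per campaign, cut at about 26% in these data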;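 note: 0% = LYPLA2 with DMSO and 100% = wells lacking LYPLA2 enzyme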
# Target sequence (O95372 whole entry, looked up): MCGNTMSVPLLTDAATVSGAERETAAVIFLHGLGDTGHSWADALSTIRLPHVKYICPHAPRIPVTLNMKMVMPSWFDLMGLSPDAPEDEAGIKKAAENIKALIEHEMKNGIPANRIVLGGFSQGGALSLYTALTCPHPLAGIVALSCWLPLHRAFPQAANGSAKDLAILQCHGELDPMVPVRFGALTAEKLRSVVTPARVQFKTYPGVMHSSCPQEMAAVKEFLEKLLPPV
# * = called active by the depositor; . = not tested or not shown. A portion of the library. The share of hits here may be higher or lower than overall.
SMILES,HCV core dimer,PP5 inh,PREPL inh,PP1 counter,Fh CTSL1 inh,GASC-1 inh,TPT1 inhibitor,Efflux pump mplx,LYPLA2 inh
COc1cccc(C2=NN(C(=O)c3ccco3)C(c3ccco3)C2)c1 (stereo not given),21,0.6,5,-2,-1,-2,2,0.1,-1
COc1ccc(Oc2c(O)c3ccccc3n(C)c2=O)cc1,0,2.1,0,1,-1,-8,2,-0.1,2
CC(=O)N/C(=C\c1ccccc1)C(=O)OC/C=C/c1ccccc1,11,2.5,-30,2,1,-21,-1,0.1,-4
O=C(COc1ccc(-c2ccccc2)cc1)N1CCN(S(=O)(=O)Cc2ccccc2)CC1,3,5.8,17,10,2,-1,0,0.0,0
CCCc1cc(=O)[nH]c(SCC(=O)Nc2ccc(Cl)c(S(=O)(=O)N3CCOCC3)c2)n1,.,0.9,12,-3,.,.,.,0.1,4
COC(=O)CCC(=O)NNC(=O)CCC(=O)Nc1cccc(Cl)c1C,-14,2.3,7,-4,-1,-3,-4,-0.2,1
Cc1ccc(NC(=O)Nc2ncccc2C)cc1,-4,1.7,-7,-3,-2,2,0,0.0,2
COc1cc(C)c(S(=O)(=O)n2nnc3ccccc32)cc1C,-7,1.0,-1,0,-5,-4,-3,-0.1,5
O=C(CCN1C(=O)c2ccccc2C1=O)C1=NN[C@@H]2C(=O)N(c3cccc(F)c3)C(=O)[C@H]12,1,2.4,1,1,-1,-1,-1,-0.2,5
COc1ccc(C(CNC(=O)CSc2ccccc2F)N2CCOCC2)cc1 (stereo not given),1,0.5,-7,-3,-7,1,-1,-0.1,5
CCOC(=O)CNC(=O)CSc1nnc(-c2cccc(C)c2)n1-c1ccc(OC)cc1,1,2.6,11,-2,1,13,-3,0.0,-6
Cn1ncc(N=Cc2ccccc2O)c1C(=O)Nc1ccccc1,0,-0.2,-1,1,2,8,-1,-0.1,-3
CC(C)NC(=O)CSc1nncn1-c1ccccc1,1,-0.7,-9,1,1,4,-2,-0.1,-5
COc1ccc(/C(O)=C2\C(=O)C(=O)N(Cc3ccco3)C2c2cc(OC)ccc2OC)cc1 (stereo not given),5,2.5,3,5,2,9,-3,0.1,8
Cc1ccc(OCCCNCCO)c(Br)c1,1,1.7,0,0,5,-24,-1,0.1,-4
CCN(c1ccc(NC(=O)CCNC(=O)c2ccco2)cc1)C(C)C,-11,0.0,2,-2,-3,35,1,0.2,-9
COc1cccc(/C=N/Nc2cc(-n3nc(C)cc3-c3ccccc3)ncn2)c1O,2,2.9,15,21*,-3,-5,-2,0.2,3
COc1ccc(C2=CC(=O)CCC2)cc1,4,2.8,5,-9,-4,.,0,.,7
COCCCNC(=O)c1cc(C(=O)c2c(-c3c(Cl)cccc3Cl)noc2C)c[nH]1,-2,1.4,7,4,1,-3,4,0.0,-3
O=C(NCc1ccc(F)cc1)C(c1ccco1)N(C(=O)c1csnn1)c1ccccc1 (stereo not given),0,-1.4,-17,3,3,-11,3,-0.1,3
O=S1(=O)[C@H]2C[C@@H]3C=C[C@@]2(CN1Cc1cccc(Cl)c1)O3,-2,2.3,1,-1,1,-6,0,0.1,5
CC(C)Cn1cnc2c(=O)oc3ccccc3c21,-1,1.6,-2,-1,0,-6,1,0.1,-5
COc1ccc(CNC(=O)COC(=O)CCC2CCCCC2)cc1,0,2.9,9,-2,-1,0,1,0.8,7
CC(=O)c1cn(CC(=O)NCc2ccc3c(c2)OCO3)c2ccccc12,-1,-1.9,-21,1,5,13,4,0.4,-1
CN1CCN(CC(=O)Nc2ccc(OC(F)(F)F)cc2)CC1,1,0.9,6,-1,-6,-14,-5,0.3,-2
COCCn1nnnc1C(C(C)C)N1CCCC(C)C1 (stereo not given),-6,2.6,-6,2,-1,41,-1,0.0,7
CCOc1ccc(N(C)S(=O)(=O)c2ccc(-c3ccc(=O)[nH]n3)s2)cc1,21,2.4,-9,11,40*,15,1,-0.1,-26
COc1ccc(N=C2SC(C(=O)N3CCN(c4ccc([N+](=O)[O-])cc4)CC3)CC(=O)N2C)cc1 (stereo not given),25,1.9,19,1,0,14,1,0.1,14
COC(=O)[C@H](CCSC)NC(=O)NCCC1=CCCCC1,0,-0.5,-2,-1,5,-8,-3,-0.4,8
O=C(c1cccc(F)c1)N1CCN(c2cc(N3CCCCC3)c(F)cc2[N+](=O)[O-])CC1,7,5.1,14,2,1,9,1,0.1,9
COc1ccc(-c2[nH]ncc2CN2CCN(c3ccc(F)cc3)CC2)cc1,-3,-0.2,-10,-1,2,-5,-1,0.1,3
Cc1cccc2c1cnn2C(=O)Nc1ccccc1Br,-4,-2.5,14,1,-4,-9,1,-0.7,-3
O=C(COc1cccnc1[N+](=O)[O-])Nc1ccc2c(c1)CCC2,-1,0.8,-48,-2,11,-6,-1,-0.1,11
CCOc1cc(C2C(C#N)=C(N)OC3CCCC(=O)C32)ccc1OCCN1CCOCC1 (stereo not given),-11,1.0,-6,-3,-2,1,-4,0.0,5
Cc1cc(NCc2ccc3c(c2)OCO3)n2nc(C)nc2n1,1,0.5,14,-13,4,-2,-3,0.2,0
O=C(Oc1ccc(C(=S)N2CCCCC2)cc1)c1ccccc1F,-2,2.9,41,-1,-3,-15,2,0.0,0
Cc1ccc(-c2nc(Cl)nc3ccccc23)cc1,5,1.9,-4,-1,3,-9,1,0.3,-5
Cc1ccc(S(=O)(=O)NNC(=O)NC23CC4CC(CC(C4)C2)C3)cc1,0,1.4,21,-2,6,-5,-3,0.0,1
CCOc1ccc(OCCn2c(=S)[nH]c3c(N)ncnc32)cc1,-4,1.4,-6,-2,-3,5,-2,0.0,3
[N-]=C=C1C(=O)NC(=O)C([n+]2ccc(-c3ccncc3)cc2)C1c1ccccc1C(F)(F)F (stereo not given),-1,1.8,-4,-2,-6,10,-6,0.1,4
CCc1cccc(C)c1NC(=S)N(CCCN1CCN(C)CC1)Cc1cccs1,2,-0.9,16,-4,1,13,0,0.0,-1
CN(Cc1ccc(Br)cc1)C(=O)CCN1C(=O)c2cccc([N+](=O)[O-])c2C1=O,2,4.2,-2,-3,0,4,2,0.5,-6
CC(Sc1nnc(-c2ccccc2F)n1C)C(=O)NC1CCCCC1 (stereo not given),.,-2.3,15,6,.,-7,.,-0.1,-2
Cc1cc(C)c(C)c(C(=O)CSc2nnc(-c3ccc4[nH]c(C)c(C)c4c3)o2)c1C,7,0.6,-4,-4,-1,1,2,0.1,-6
Cc1cccc2cc(CN(CC(C)C)S(=O)(=O)c3ccccc3)c(=O)[nH]c12,7,0.8,-7,3,-3,3,-6,0.1,-4
O=[N+]([O-])c1ccc2nonc2c1Nc1ccccc1,-7,3.0,-3,0,0,-1,-2,0.2,-2
O=C1/C(=C/c2ccccc2)SC(=S)N1CCCC(=O)N1CCCCC1CCO (stereo not given),5,2.9,31,1,-1,-7,-2,0.0,3
Cc1ccc(SC2CCN(C(=O)C3CCC(=O)N(C4CC4)C3)CC2)cc1 (stereo not given),-4,2.2,15,-7,0,8,0,-0.1,-2
Nc1ccc(N=Nc2ccccc2)c2cccnc12,-18,5.5,39,1,8,-1,1,0.3,6
COC(=O)c1ccsc1NC(=O)CCS(=O)(=O)c1ccccc1,-13,4.2,-8,-5,-20,-11,-1,0.1,-3
Cc1oc2c(C)c3oc(=O)c4c(c3cc2c1C)CCCC4,-20,-0.1,6,-11,8,1,-2,-0.1,3
CC(C(=O)Nc1ccc(F)cc1Cl)N(C)CCOc1ccccc1 (stereo not given),13,1.8,-23,4,-4,10,-2,-0.5,0
O=C(CNC(=O)c1ccc(Cl)cc1)Nc1ccc(S(=O)(=O)Nc2ncccn2)cc1,1,-0.4,9,-1,1,2,2,-0.1,3
COc1ccc(OC)c(C2=NOC(C(=O)Nc3cccnc3)C2)c1 (stereo not given),-3,2.8,7,-2,-3,0,-3,0.0,0
COC(=O)c1cc(Br)ccc1NC(=O)CCNC(=O)c1ccco1,1,-0.7,-20,-1,3,6,1,-0.1,-2
Cc1ccc(-c2nc3cc(N)ccc3o2)cc1Br,-2,1.6,4,-1,1,-7,1,0.0,1
O=S(=O)(NCc1cc(-c2ccccc2Cl)no1)c1ccccc1,0,3.3,-44,0,-1,-5,-1,-0.1,3
COC(=O)Cn1c(=NC(=O)C2CC2)sc2c(C)cc(C)cc21,2,-1.5,10,2,1,-7,5,0.1,-9
CCNC(=S)Nc1ccc2ncoc2c1,4,1.0,7,-1,1,7,0,0.0,11
Cc1cc(C)c(C(=O)CSc2nc(C)cc(=O)[nH]2)c(C)c1,1,1.9,-4,-1,0,-14,0,0.0,-2

# (listing goes on)
SMILES,HCV core dimer,PP5 inh,PREPL inh,PP1 counter,Fh CTSL1 inh,GASC-1 inh,TPT1 inhibitor,Efflux pump mplx,LYPLA2 inh
CCCCCn1c(=N)c(S(=O)(=O)c2ccc(Br)cc2)cc2c(=O)n3cccc(C)c3nc21,2,-0.8,-3,-7,1,0,-2,0.4,-6
COc1cccc(-n2c(Cc3cc(=O)[nH]c(=O)[nH]3)nnc2SCC(=O)N2CCCCCC2)c1,8,-0.5,14,-10,-1,-7,3,0.3,-2
CCC(=O)C1CCCN(C(=O)c2ccc3nc(-c4cccc(OC)c4)oc3c2)C1 (stereo not given),-1,0.0,-2,-5,0,-2,-1,0.3,29*
CC(C)/C=C/C(=O)N1CCC(N2CCC(C(=O)N3CCOCC3)CC2)CC1,3,0.3,-6,-1,-1,-2,-2,0.1,9
C=CCn1c(=O)c(C(=O)NCc2ccccc2)c(O)c2ccccc21,-4,3.0,8,3,2,25,0,0.3,-8
Cc1cccc(OCc2nnc(SCC(=O)Nc3ccc(C)c(C)c3)o2)c1,4,0.1,-4,3,0,5,-1,-0.1,3
CCn1c(C)c(C)c2cc(C(=O)NCCCN3CCCC3)ccc21,7,1.9,10,1,4,33,6,-0.5,-7
Cc1cc(C)c2nc(N(CCN(C)C)C(=O)c3ccc(S(=O)(=O)N(C)CC4CCCO4)cc3)sc2c1 (stereo not given),-24,3.0,-18,-10,5,-5,-1,-0.1,-4
Cn1c(CC2Sc3ccccc3NC2=O)nnc1SCC(=O)c1ccc(Cl)cc1 (stereo not given),0,0.4,-3,-2,-5,-2,-2,-0.1,1
Cc1csc(NC(C)c2nc3cc(Cl)c(Cl)cc3n2CCCO)n1 (stereo not given),-2,0.2,0,-3,-3,-5,1,-0.1,3
O=C(c1ccc([N+](=O)[O-])cc1)N1CCOC12CCN(c1ncc(C(F)(F)F)cc1Cl)CC2,8,-0.8,-1,-5,1,2,-3,-0.1,38*
CCn1nnc(NC(=O)c2cccnc2)n1,-5,1.9,-4,-1,-3,7,-1,0.1,-1
O=C(CSc1ncnc2c1oc1ccccc12)OCc1ccccc1,-2,1.8,-30,-1,-1,18,1,-5.7,-7

# A second format for part of the listing above.
# Values run as follows: HCV core dimer | PP5 inh | PREPL inh | PP1 counter | Fh CTSL1 inh | GASC-1 inh | TPT1 inhibitor | Efflux pump mplx | LYPLA2 inh
Cc1cc(C)c2nc(N(CCN(C)C)C(=O)c3ccc(S(=O)(=O)N(C)CC4CCCO4)cc3)sc2c1 (stereo not given)
→ -24 | 3.0 | -18 | -10 | 5 | -5 | -1 | -0.1 | -4
Cn1c(CC2Sc3ccccc3NC2=O)nnc1SCC(=O)c1ccc(Cl)cc1 (stereo not given)
→ 0 | 0.4 | -3 | -2 | -5 | -2 | -2 | -0.1 | 1
Cc1csc(NC(C)c2nc3cc(Cl)c(Cl)cc3n2CCCO)n1 (stereo not given)
→ -2 | 0.2 | 0 | -3 | -3 | -5 | 1 | -0.1 | 3

# High-throughput results from PubChem.
